NadD block: inhibitors of Staphylococcus aureus NadD. purified NadD enzyme, colorimetric absorbance read-out. inhibition, % at 20 µM. hit rate 0.78% among 360,000; in the data active means inhibition above about 26%; further: some compounds past the cut are filed as inactive
DNMT1 block: inhibitors of human DNMT1; P26358; DNMT1 molecular beacon, Hinp1I cleavage, fluorescence; inhibition (reported as % activation of signal), % at 10 µM; hit rate 0.83% among 360,000; in the data active means inhibition above about 50%
Rin1 Abl inh: inhibitors of human Rin1-Abl protein interaction; hit rate 0.4% among 360,000; TR-FRET Rin1/Abl binding, biochemical; inhibition, % at 7.35 µM; in the data active means inhibition above about 5%, passing the limit was not always enough
SUMO1 PPI mod: modulators of human SUMO1-mediated protein-protein interactions; hit rate 0.33% among 360,000; AID 602429; SUMO1 binding to a labelled peptide, TR-FRET, 1 h; P63165; inhibition, % at 20 µM; in the data active means inhibition above about 37%
Target sequence (P63165 whole entry, looked up): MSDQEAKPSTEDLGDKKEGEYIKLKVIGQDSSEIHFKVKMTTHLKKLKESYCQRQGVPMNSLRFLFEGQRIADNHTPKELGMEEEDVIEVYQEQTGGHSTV
LMPTP block: LMPTP (human) inhibition | hit rate 0.22% among 360,000 | recombinant LMPTP-A, OMFP fluorogenic substrate, fluorescence intensity | AID 651560 | inhibition, % at 20 µM | P24666;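 active means compounds that cut the enzyme signal by at least half of the control window in the single-dose screen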;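 further: plate controls were DMSO wells with enzyme plus substrate for no effect and substrate without enzyme for full effect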
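Assay system: LMPTP-A phosphatase enzyme | Input: 0.625 nM enzyme | Also added: Fluorogenic phosphatase substrate OMFP at 400 µM final | Compound dosing: One test concentration per compound, 20 µM, with 3% DMSO overall | Schedule: 50 min enzyme reaction at room temperature, protected from light | Signal: Fluorescence intensity | Benchmarks: no-enzyme and uninhibited controls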
Rpn11 inh: Rpn11 (human) deubiquitinase inhibition; calls only at 20 µM; human 26S proteasome, Ub4-pepOG fluorescence polarization; 20S core pre-blocked with epoxomicin; hit rate 0.59% among 360,000;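 active means inhibition at 20 µM, scaled to each plate's controls, above about 33%, limit read from the data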
Neddylation inh: inhibitors of human cullin neddylation. calls only at 25 µM. AID 651699. TR-FRET cullin neddylation, biochemical. P61081+Q13564. hit rate 0.58% among 360,000; in the data active means inhibition above about 36%
STEP inh: blocks human striatal-enriched tyrosine phosphatase; P54829; hit rate 0.25% among 360,000; inhibition, % at 20 µM; recombinant STEP, OMFP fluorogenic substrate, fluorescence;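 active means inhibition at 20 µM, scaled per plate between control wells, above about 37%, limit read from the data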;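 further: 0% = DMSO with enzyme and substrate and 100% = substrate only without enzyme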
Target sequence (P54829 whole entry, looked up): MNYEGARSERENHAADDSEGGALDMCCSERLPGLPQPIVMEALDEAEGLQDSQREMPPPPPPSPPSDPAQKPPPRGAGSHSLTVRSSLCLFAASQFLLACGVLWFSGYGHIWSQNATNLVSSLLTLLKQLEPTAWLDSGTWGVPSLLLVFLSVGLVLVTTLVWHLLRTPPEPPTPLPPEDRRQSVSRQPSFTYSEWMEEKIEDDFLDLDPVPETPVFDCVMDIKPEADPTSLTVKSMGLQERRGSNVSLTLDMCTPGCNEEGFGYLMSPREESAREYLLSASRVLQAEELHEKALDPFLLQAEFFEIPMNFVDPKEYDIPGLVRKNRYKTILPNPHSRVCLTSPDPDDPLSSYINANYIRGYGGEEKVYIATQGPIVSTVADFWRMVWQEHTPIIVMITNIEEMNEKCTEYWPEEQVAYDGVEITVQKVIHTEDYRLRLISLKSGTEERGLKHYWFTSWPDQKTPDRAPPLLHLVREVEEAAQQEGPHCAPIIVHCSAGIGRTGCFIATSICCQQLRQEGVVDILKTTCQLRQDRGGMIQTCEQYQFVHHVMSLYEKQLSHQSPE
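Also added – OMFP at 25 µM · Test system – STEP tyrosine phosphatase · Technique – FITC-channel fluorescence of OMFP product · Schedule – 20 min at room temperature, dark · Evaluation – control-normalized % inhibition with plate pattern correction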
Scp-1 inhibitor: Scp-1 (human) phosphatase inhibition; AID 493091; inhibition, % at 20 µM; Recombinant Scp1, phosphopeptide, malachite green phosphate absorbance; Q9GZU7; hit rate 0.88% among 340,000;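 active means inhibition above about 50% at 20 µM, limit read from the data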;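 further: plate controls were DMSO wells with enzyme for no effect and wells lacking enzyme for full effect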
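Test system: SCP-1 catalytic domain; Buffer or medium: Acidic Tris acetate buffer with magnesium and detergent; Also added: Phosphorylated 17-residue peptide substrate; Compound: single 20 µM dose, 1% DMSO; Schedule: enzyme reaction 45 min at room temperature, colour 5 min, stabilisation 30 min; Signal: Phosphate-binding colour reagent, absorbance read at 630 nm.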
CSN inh: blocks human CSN-mediated cullin deneddylation. inhibition, % at 12.5 µM. hit rate 0.38% among 360,000. Purified CSN, SCF-Nedd8-OG deneddylation, fluorescence polarization. Q92905;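 active means pattern-corrected inhibition above about 35%, with an unprinted fluorescence ratio check between 0.5 and 1.5, limit read from the data, passing the limit was not always enough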;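 further: 0% = enzyme with substrate and 100% = substrate without enzyme; some results filed as inactive read as strong as hits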
Target sequence (Q92905 whole entry, looked up, one chain of several): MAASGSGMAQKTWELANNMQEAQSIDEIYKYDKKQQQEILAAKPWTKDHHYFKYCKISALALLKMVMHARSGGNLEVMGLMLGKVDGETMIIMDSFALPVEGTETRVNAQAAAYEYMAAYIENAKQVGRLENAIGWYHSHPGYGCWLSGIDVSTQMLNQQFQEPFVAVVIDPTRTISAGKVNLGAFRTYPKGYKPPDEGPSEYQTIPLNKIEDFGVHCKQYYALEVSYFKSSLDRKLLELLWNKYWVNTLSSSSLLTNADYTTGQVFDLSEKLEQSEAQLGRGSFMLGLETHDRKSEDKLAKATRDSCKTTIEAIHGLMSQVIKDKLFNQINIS
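Material: human Csn5 produced in HEK293T cells; Input: enzyme 0.24 nM; Reagent: SCFSkp2-Nedd8OG substrate at 10 nM final; Dosing: 12.5 µM compound; Incubation: 90 min reaction at room temperature; Detection: fluorescence polarization of the substrate; Evaluation: % inhibition of substrate cleavage by Csn5; Control set: substrate-only high control, full reaction low control.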
* marks the source's active call; other numbers are inactive results; i = inactive; . = not tested or not shown; + = active, no number. This is a random part of the collection. About 3.8% of those tested had a hit in this group.

SMILES	NadD block	DNMT1 block	Rin1 Abl inh	SUMO1 PPI mod	LMPTP block	Rpn11 inh	Neddylation inh	STEP inh	Scp-1 inhibitor	CSN inh
COC(=O)C1=C(C)N(C)C(C)=C(C(=O)OC)C1c1cccc(Br)c1	4	-1	5	-4	-0.6	i	i	0	-7	-7
CNC(=S)NCCC(c1ccccc1)c1ccccc1	5	13	-2	-4	-0.9	i	i	1	5	-4
CN1CCCC(OC(=O)c2ccccc2F)C1 (stereo not drawn)	8	-1	2	-3	-1.7	i	i	0	-8	-4
CCOc1ccc(CCNC(=O)CCC(=O)N2CCSc3ccccc32)cc1OCC	2	-2	-1	1	-0.6	i	i	1	-10	4
Cc1n[nH]c(=S)n1/N=C/c1ccc(OCc2ccc(Cl)cc2Cl)cc1	1	14	-4	-2	2.2	i	i	0	-11	0
CC(C)NC(=O)Nc1ccc2c(c1)C(=O)N([C@H](C)CO)C[C@H](C)[C@@H](CN(C)C(=O)NC(C)C)O2	-1	-3	4	3	-0.3	i	i	1	56*	-1
Cc1ccc(F)cc1NC(=O)c1ccc2c(c1)OCO2	0	1	-1	2	-0.7	i	i	-1	-4	2
COc1cccc(C2CC(c3ccc(Cl)cc3Cl)Nc3nc(N)nn32)c1 (stereo not drawn)	12	1	1	-1	0.9	i	i	2	-4	6
CCOC(=O)c1c(C)oc2c(CC(=O)c3ccccc3)c(Cl)c(O)c(O)c12	9	0	1	-1	-1.1	i	i	-3	3	-4
COc1ccc(-c2csc(Nc3cccc(C)n3)n2)cc1C	3	-14	3	-3	2.2	i	i	-1	-3	2
CC(Nc1nc(-c2ccccc2F)nc2ccccc12)c1ccccc1 (stereo not drawn)	0	-2	3	1	74*	i	i	0	1	-1
COC(=O)c1ccccc1NC(=O)Cn1cc2c(n1)CCC(C)C2 (stereo not drawn)	-2	-4	-3	8	0.3	i	i	1	-4	-4
CCOC(=O)C1CCCN(Cc2nc(N)nc(Nc3ccccc3)n2)C1 (stereo not drawn)	-3	-3	1	-2	1.4	i	i	13	-35	3
CCOc1ccc(C(C)(O)CN2CCOCC2)cc1 (stereo not drawn)	-4	0	-1	1	-0.5	i	i	-2	-3	3
Cc1c(N(C(=O)CNC(=O)c2ccccc2)C2(C(=O)NC3CCCCC3)CCCCC2)c(=O)n(-c2ccccc2)n1C	-1	0	1	0	-1.4	i	i	9	3	1
CCc1nc2ccc(C(=O)N(C)Cc3ccco3)cn2c1N(C)Cc1ccc(OC)cc1	3	0	-5	1	0.2	i	i	2	.	0
Cc1ccc(CNC(=O)CCc2c(C)nn(-c3ccc(N4CCOCC4)nn3)c2C)cc1	-1	1	-1	-2	0.8	i	i	-2	-7	0
CCCC(=O)Nc1nnc(SCC(=O)NCc2cccs2)s1	0	3	-1	-4	-0.5	i	i	0	-7	-1
CC1CC(C)CN(C(=S)NC2CCCCC2)C1 (stereo not drawn)	2	2	2	0	-1.4	i	i	3	5	-8
Nc1c(N2CCCCC2)c2ccccc2oc1=O	0	-2	-3	-12	-0.5	i	i	2	-5	-1
COCCCNc1nc(-c2ccc(Cl)cc2)nc2ccccc12	-4	1	0	7	41	i	i	-1	-3	3
COC(=O)c1cc2ccccc2c(-c2c(OC)c(C(=O)OC)cc3ccccc23)c1OC	-7	8	3	-7	2.1	i	+	0	-3	-3
COC(=O)c1c(C)nc(C)c(C(=O)OC)c1-c1ccc(OC)c(OC)c1	-3	-1	2	3	0.4	i	i	1	1	-16
O=C(CC1Sc2ccccc2NC1=O)OCC(=O)N1CCc2ccccc21 (stereo not drawn)	2	-4	1	3	0.0	i	i	-1	2	-5
CCOC(=O)[C@@H]1[C@H]2COc3ccccc3[C@@H]2N2C(=O)N(c3ccccc3)C(=O)[C@]12C	-3	4	1	-2	-1.2	i	i	-1	-6	-3
Following part
SMILES	NadD block	DNMT1 block	Rin1 Abl inh	SUMO1 PPI mod	LMPTP block	Rpn11 inh	Neddylation inh	STEP inh	Scp-1 inhibitor	CSN inh
COc1ccc(OC)c(CCNC(=O)c2ccc(CS(=O)Cc3cccc(Cl)c3)o2)c1 (stereo not drawn)	-8	-1	5	-1	-0.8	i	i	0	-10	-3
CCOC(=O)C1=C(N)OC2=C(C(=O)CC(C)(C)C2)C1c1ccc(C)s1 (stereo not drawn)	-3	0	-2	-2	0.8	i	i	-2	-14	7
COc1ccc(N(C)C(=O)c2oc(=O)c3ccccc3c2-c2ccc(C)cc2)c(OC)c1	-5	0	-1	4	3.4	i	i	0	-1	-5
CN1CCN(S(=O)(=O)c2ccc(N3CCN(c4ccccc4O)CC3)c([N+](=O)[O-])c2)CC1	4	-27	1	-29	2.7	i	i	0	4	3
COCCn1c(C)cc(C2=NNC(=Nc3ccc(Cl)cc3Cl)SC2)c1C	36*	-15	-2	1	-2.6	i	i	0	1	-11
Cc1ccc(CSCC(=O)N(C)CC(=O)Nc2cccc(F)c2)cc1	-9	0	-1	3	-0.5	i	i	0	-7	0
O=c1oc2ccccc2c(O)c1Cc1cc(Cl)c2cccnc2c1O	-2	-2	-1	-12	3.3	i	i	6	-20	2
Cc1cc([N+](=O)[O-])nn1CC(=O)Nc1nccs1	-7	-1	0	-11	-2.3	i	i	-3	-9	-7
CCC1(O)c2ccccc2-c2ncccc21 (stereo not drawn)	-4	-1	2	-1	0.0	i	i	1	-3	-2
CCOC(=O)c1c(N)sc(C(=O)N2CCCCCC2)c1C	-3	2	3	-5	1.6	i	i	-1	0	1
COc1cccc(C=Cc2nccc3ccccc23)c1OC	-3	-9	4	-17	5.1	i	i	-2	.	-2
O=C(Nc1ccc(F)cc1F)C1CCCN(c2ncnc3c2nc2n3CCCCC2)C1 (stereo not drawn)	5	2	-1	3	-0.6	i	i	-1	-8	1
Cn1c(=O)[nH]c(=O)c2c1nc(N1CCc3ccccc3C1)n2CCSc1nc2ccccc2s1	4	-3	-2	-4	-1.1	i	i	-1	17	4
CN1CCN(c2nc3cc(C(F)(F)F)ccc3n3cccc23)CC1	-7	3	-3	1	-2.4	i	i	0	49	-3
O=C(NCc1ccccn1)C(C(=O)c1cccc([N+](=O)[O-])c1)n1cc(Cl)ccc1=O (stereo not drawn)	-4	-1	3	-2	-1.1	i	i	-1	2	-8
COC(=O)c1[nH]c2ccc(C)cc2c1NC(=O)CN1CCN(Cc2ccccc2)CC1	9	-7	-3	-4	-0.4	i	.	-1	0	2
Fc1cccc(Cc2c(-c3cccc(Br)c3)nc3ccc(Cl)cn23)c1	7	1	1	4	3.5	i	i	2	.	3
O=C(COc1ccccc1[N+](=O)[O-])OC1CCS(=O)(=O)C1 (stereo not drawn)	2	2	0	-5	0.0	i	i	-2	-1	-1
COC(=O)C1=CN(c2ccc3c(c2)OCO3)C(N)=C(C#N)C1c1ccc(-c2ccccc2)cc1 (stereo not drawn)	.	.	.	-8	0.1	.	i	.	.	4
O=C(O)CC1NC(=O)N(C2CCCCC2)C1=O (stereo not drawn)	-2	0	5	14	-0.2	i	i	2	-6	5
CN(CC(=O)Nc1cccc(F)c1)C(=O)C1CCN(C(=O)c2ccc(Cl)cc2)CC1	4	0	2	-18	-8.3	i	i	-2	-8	0
O=C(O)CC(NC(=O)c1ccc2c(c1)OCO2)c1cccc([N+](=O)[O-])c1 (stereo not drawn)	-2	-4	1	-9	-1.9	i	i	-3	-3	-12
COc1cc(C)ccc1S(=O)(=O)NC(=O)C1(C)CCN1C(=O)Cc1ccccc1Cl (stereo not drawn)	-1	2	-1	-1	-1.8	i	i	-2	.	-3
O=[N+]([O-])c1cc(-c2ccc(C(=S)N3CCOCC3)o2)ccc1Cl	23	-24	4	2	5.7	i	i	14	-8	-7
COc1ccc(COc2ccc(C3C(S(=O)(=O)c4ccccc4)CON3C)cc2OC)cc1 (stereo not drawn)	-2	-3	-2	5	0.6	i	i	-2	-10	2
Cc1cccc(N2CCN(S(=O)(=O)c3c(C)nc4scc(C)n4c3=O)CC2)c1C	-6	0	4	10	-0.2	i	i	2	-4	-3
OCCOCCOCCn1c2ccccc2c2ccccc21	1	-6	0	2	-1.3	i	i	-1	-5	-4
O=S(=O)(c1ccc(Oc2ccc(Cl)cc2)nc1)N1CCOCC1	-3	1	-3	-5	-0.9	i	i	0	-6	-1
Cc1cccn2c(=O)c(C(=O)NC3CCCCC3C)c(O)nc12 (stereo not drawn)	6	0	-2	-1	2.1	i	i	1	-4	-2

A different layout for 11 compounds above.
Structure | NadD block | DNMT1 block | Rin1 Abl inh | SUMO1 PPI mod | LMPTP block | Rpn11 inh | Neddylation inh | STEP inh | Scp-1 inhibitor | CSN inh
O=C(NCc1ccccn1)C(C(=O)c1cccc([N+](=O)[O-])c1)n1cc(Cl)ccc1=O (stereo not drawn) | -4 | -1 | 3 | -2 | -1.1 | i | i | -1 | 2 | -8
COC(=O)c1[nH]c2ccc(C)cc2c1NC(=O)CN1CCN(Cc2ccccc2)CC1 | 9 | -7 | -3 | -4 | -0.4 | i | . | -1 | 0 | 2
Fc1cccc(Cc2c(-c3cccc(Br)c3)nc3ccc(Cl)cn23)c1 | 7 | 1 | 1 | 4 | 3.5 | i | i | 2 | . | 3
O=C(COc1ccccc1[N+](=O)[O-])OC1CCS(=O)(=O)C1 (stereo not drawn) | 2 | 2 | 0 | -5 | 0.0 | i | i | -2 | -1 | -1
COC(=O)C1=CN(c2ccc3c(c2)OCO3)C(N)=C(C#N)C1c1ccc(-c2ccccc2)cc1 (stereo not drawn) | . | . | . | -8 | 0.1 | . | i | . | . | 4
O=C(O)CC1NC(=O)N(C2CCCCC2)C1=O (stereo not drawn) | -2 | 0 | 5 | 14 | -0.2 | i | i | 2 | -6 | 5
CN(CC(=O)Nc1cccc(F)c1)C(=O)C1CCN(C(=O)c2ccc(Cl)cc2)CC1 | 4 | 0 | 2 | -18 | -8.3 | i | i | -2 | -8 | 0
O=C(O)CC(NC(=O)c1ccc2c(c1)OCO2)c1cccc([N+](=O)[O-])c1 (stereo not drawn) | -2 | -4 | 1 | -9 | -1.9 | i | i | -3 | -3 | -12
COc1cc(C)ccc1S(=O)(=O)NC(=O)C1(C)CCN1C(=O)Cc1ccccc1Cl (stereo not drawn) | -1 | 2 | -1 | -1 | -1.8 | i | i | -2 | . | -3
O=[N+]([O-])c1cc(-c2ccc(C(=S)N3CCOCC3)o2)ccc1Cl | 23 | -24 | 4 | 2 | 5.7 | i | i | 14 | -8 | -7
COc1ccc(COc2ccc(C3C(S(=O)(=O)c4ccccc4)CON3C)cc2OC)cc1 (stereo not drawn) | -2 | -3 | -2 | 5 | 0.6 | i | i | -2 | -10 | 2

Compound activity from PubChem BioAssay.
